# From PubChem
# Peg3 prom inh: inhibitors of Peg3 promoter | inhibition, % at 20 µM | hit rate 1.7% among 360,000 | HeLa PEG-Prom luciferase reporter, luminescence, overnight;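 active = inhibition of at least 50% at 20 µM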
# KKLEB cytotox: CF airway cell cytotoxicity counter-screen; KKLEB CF airway cells viability, ATPlite luminescence, overnight; hits give low values; cells stimulated with P. aeruginosa culture filtrate; activity change (cytotoxicity), % at 5 µM; hit rate 0.36% among 360,000;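 active = corrected activity change at or below -50% at 5 µM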
# HIF-2a block: blocks HIF-2a reporter activity; 786-0 RCC cells HIF-2a reporter, luciferase luminescence, overnight; inhibition, % at 18.8 µM; hit rate 0.72% among 360,000;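 active = inhibition of the luminescence signal of 40% or more relative to plate controls, in a single-dose primary screen at 18.75 µM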
# aDG glyco act: alpha-DG glycosylation activation; Pro5-aDG cells, alpha-DG glycosylation AlphaScreen (IIH6); 0% Pro5, 100% B10-LARGE cell signal; AID 624168; activation, % at 10 µM; hit rate 0.22% among 360,000;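 active = activation of at least 8% versus controls, or a plate z-score of at least 8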;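 also: Pro5 are CHO cells carrying HIG-tagged alpha-DG that lacks glycosylation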
# TRPM1 prom inh: inhibitors of MITF-driven TRPM1 promoter in melanoma cells; inhibition, % at 12.5 µM; hit rate 0.83% among 330,000; SK-MEL-5 TRPM1 promoter luciferase, 24 h;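 active = mean inhibition across replicates of 60% or more, whatever share of single replicates reaches that level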; also: values of inactives mirror those of a sister screen read the other way
# Shn3 3UTR inh: inhibitors of Schnurri-3 3'UTR reporter in osteoblasts. Clone20 osteoblast Shn3 3'UTR firefly luciferase, 24 h. inhibition, % at 12.5 µM. hit rate 0.52% among 360,000;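 active = mean inhibition of at least 75% with every replicate also reaching 75%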;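 also: 0% = median of neutral control wells and 100% = pilot-screen positive control compound; some compounds past the cut are filed as inactive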
# hiPSC survival: hiPSC single-cell survival enhancement; hit rate 0.044% among 360,000; survival enhancement, % at 20 µM; ATPlite luminescence; 100% = ROCK inhibitor wells, 0% = DMSO; in the data active = survival enhancement above about 18%;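 also: cells exposed to compounds for 16 hours before the ATP read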
# TWEAK-Fn14 inh: blocks TWEAK-Fn14 interaction in a reporter cell assay. TWEAK-stimulated Fn14 reporter cells, luciferase luminescence, 8 h. inhibition, % at 10 µM. hit rate 2% among 360,000; in the data active = inhibition above about 50%
# NR2E3 ag-1: activates human NR2E3 receptor; hit rate 0.35% among 360,000; AID 602229; inhibition of corepressor binding, % at 3.98 µM; CHO-S Gal4-NCOR/VP16-NR2E3 two-hybrid, luciferase; Q9Y5X4;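 active = inhibition above the mean of all tested compounds plus 3 SD, cut at about 70% in these data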;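 also: 0% = DMSO with NR2E3 transfected cells and 100% = cells lacking NR2E3 construct; higher means lower luciferase signal from less NR2E3 corepressor binding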
# Target sequence (Q9Y5X4 whole entry, looked up, the tested form may be a part): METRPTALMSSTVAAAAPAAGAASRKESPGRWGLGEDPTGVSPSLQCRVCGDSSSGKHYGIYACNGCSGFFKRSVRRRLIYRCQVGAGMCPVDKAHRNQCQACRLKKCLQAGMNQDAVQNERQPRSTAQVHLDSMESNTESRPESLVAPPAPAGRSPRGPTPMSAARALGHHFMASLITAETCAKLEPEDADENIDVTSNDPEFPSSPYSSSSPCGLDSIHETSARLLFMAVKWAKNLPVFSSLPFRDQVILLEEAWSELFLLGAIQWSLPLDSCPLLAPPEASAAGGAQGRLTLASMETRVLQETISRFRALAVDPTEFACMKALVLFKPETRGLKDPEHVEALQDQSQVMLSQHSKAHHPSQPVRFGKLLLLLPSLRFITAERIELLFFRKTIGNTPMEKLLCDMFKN
# NR2E3 ag-2: activates human photoreceptor nuclear receptor NR2E3. inhibition of corepressor binding, % at 4.78 µM. hit rate 0.12% among 320,000. AID 2300. GST-NR2E3/biotin-RetCOR TR-FRET, 1536-well. Q9Y5X4;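 active = percent inhibition above the cutoff of mean plus 3 SD of all tested compounds, set per screening campaign, cut at about 20% in these data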;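 also: 0% = DMSO wells and 100% = biotin wells as full block of FRET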
#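 Material – GST-tagged NR2E3 plus biotinylated RetCOR corepressor · Quantity – NR2E3 fusion 1.35 nM · Times – 5 h incubation at 4 °C · Medium – pH 7.5 Tris-based buffer · Technique – TR-FRET, Eu(K)-anti-GST donor, streptavidin-D2 acceptor, ex 340, em 617/671 nm · Benchmarks – high control biotin, low control 0.6% DMSO · Format – 1536-well plates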
# CF NFkB block: inhibitors of cystic fibrosis induced NF-kB. KKLEB NF-kB-GFP reporter, PAF-induced, GFP fluorescence overnight. inhibition, % at 5 µM. hit rate 0.86% among 360,000;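 active = at least 50% inhibition at 5 µM, scaled per plate between neutral and stimulator controls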;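 also: PAF is a Pseudomonas aeruginosa culture filtrate used as stimulus; plate controls were PAF-stimulated DMSO wells for no effect and unstimulated DMSO wells for full effect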
# Numbers without * were called inactive; x = not tested or not shown.
SMILES,Peg3 prom inh,KKLEB cytotox,HIF-2a block,aDG glyco act,TRPM1 prom inh,Shn3 3UTR inh,hiPSC survival,TWEAK-Fn14 inh,NR2E3 ag-1,NR2E3 ag-2,CF NFkB block
Cc1cc(Br)cn2c(Cc3ccccc3)c(-c3ccco3)nc12,-63,-22,-130,-0.1,x,-21,1.1,85*,-81,x,35
CSc1ccc(Cn2c(C)c(C(=O)NCCC#N)sc2=O)cc1,15,3,-8,0.0,x,-16,-1.0,-7,-5,x,-19
Cc1oc2c(CN3CCCC3)c(O)ccc2c(=O)c1Oc1ccccc1Br,6,7,0,-0.1,-4,7,0.0,-2,-29,2,-1
O=C1CCCC(O)=C1C1C2=C(CCCC2=O)OC2=C1C(=O)CCC2,11,-3,26,-0.1,-5,-11,0.6,-13,-34,2,11
Cc1ccc(-c2n[nH]c(=O)c3ccccc23)cc1S(=O)(=O)Nc1ccccc1,41,-6,16,0.1,-7,14,1.1,39,-13,2,-3
O=C(Nc1ccon1)C1CCN(S(=O)(=O)c2cccs2)CC1,2,-6,-3,-0.3,3,-8,-1.6,13,16,2,17
O=C(Nc1ccc(Cl)cc1)Nc1cccc(C(=O)O)c1,53*,16,66*,-0.1,80*,15,-1.2,11,-205,5,-4
CCCNC(=O)C(Cc1ccc(OC)cc1)NC(=O)c1ccc(C#N)cc1 (stereo not drawn),-5,3,14,0.1,-2,-7,-1.9,3,-10,1,9
COc1cc(/C=C/C(=O)OCC(=O)Nc2oc(C)c3c(C)n[nH]c(=O)c23)ccc1OC(F)F,-12,13,1,0.3,17,-9,0.5,3,-6,1,-30
CCOC(=O)C1=C(C)NC(=O)NC1c1ccc(NC(C)=O)cc1 (stereo not drawn),14,3,4,0.0,-4,-4,-1.5,4,-9,0,3
O=C(N/C(=C\c1ccco1)C(=O)N1CCCCC1)c1ccc([N+](=O)[O-])cc1,-6,-4,4,0.1,x,4,0.7,7,0,x,1
O=C(O)C1=C[C@@H](c2coc3ccccc3c2=O)C[C@@H](OCCCCO)O1,12,15,9,1.9,-3,-11,-0.3,16,-17,3,1
Cc1onc(-c2c(F)cccc2Cl)c1C(=O)Nc1ccc(S(=O)(=O)N2CCOCC2)cc1,11,-6,11,-0.2,2,-16,-0.9,4,16,x,-7
COC(=O)c1cn(C(=O)c2ccc(OC)cc2)c2ccccc12,23,-9,-17,0.1,-13,-11,-0.3,30,-20,6,20
COC(=O)c1sccc1NC(=O)c1ccc(C)o1,12,-2,-5,0.0,7,5,6.1,6,-7,3,-20
O=C(CCSc1nnc2scc(-c3ccccc3)n12)Nc1nc(-c2ccccc2)ns1,-15,-2,-13,0.1,7,3,-2.1,-16,-7,-2,-1
CCn1cc(CN2CCC(n3nccc3NC(=O)C3CCCC3)CC2)c(C)n1,8,4,6,-0.5,1,-15,0.1,-5,-11,0,17
COc1cccc(/C=C/C(=O)OCC(=O)Nc2cccc(S(=O)(=O)NC3=NCCCCC3)c2)c1,4,-23,18,0.1,5,-3,-1.5,-4,-26,x,30
COc1ccc(-c2nc(CSCC(=O)N3CCN(C)CC3)c(C)o2)cc1OC,4,0,3,0.0,8,7,0.0,-3,-38,3,3
Nc1c(C(=O)NCCC2=CCCCC2)sc2ccc(S(=O)(=O)N3CCCCC3)cc12,18,-11,21,0.6,12,14,-1.3,14,11,-1,6
COc1cccc(OC)c1OCCN1CCN(C(c2ccccc2)c2ccccc2)CC1,10,-10,-2,-0.3,-3,12,-0.2,0,-7,-2,24
O=C(NNc1ccc(Cl)nn1)c1ccc(Cl)cc1,-20,0,2,0.2,-15,1,-1.9,-12,11,2,6
Clc1ccccc1CSc1nnc(-c2cccnc2)n1Cc1ccco1,5,-7,16,0.0,6,10,-0.8,18,-6,-1,0
O=S(=O)(NCCc1cccs1)c1ccc(Br)cc1,-12,9,8,0.1,-19,7,1.2,27,9,-1,-2
CC1CCC2C(C1)Nc1c(C(=O)O)cccc1C2(C)C (stereo not drawn),19,3,7,0.2,-6,-6,0.2,-9,0,-3,-4
O=C(Cc1ccc(-n2c(=O)c3ccccc3n(Cc3ccccc3F)c2=O)cc1)NCC1CCCO1 (stereo not drawn),4,-2,14,-0.1,4,-20,1.7,-11,-38,3,3
Cc1cc(C2C(=O)C(C(=O)c3ccc(Cl)cc3)C(=O)CC2(C)C)on1 (stereo not drawn),15,3,9,0.0,6,25,-0.7,-13,-7,1,1
O=C(CP(=O)(c1ccccc1)c1ccccc1)Nc1nc2ccccc2s1,14,-3,21,-0.1,6,15,-0.9,12,3,-3,10
O=C(c1cccc(S(=O)(=O)N2CCc3ccccc32)c1)N1CCOCC1,6,-8,12,-0.3,-2,0,1.1,11,-20,x,2
C[C@H]1CN([C@@H](C)CO)C(=O)CCCn2cc(nn2)CO[C@@H]1CN(C)C(=O)Nc1ccccc1,7,-5,-5,0.0,x,-18,-1.3,-14,-16,x,-33
O=C(N/N=C/c1cccnc1)c1cc(Br)ccc1O,-182,-7,-220,0.1,-60,-114,-0.3,8,-99,0,15
O=C(NCc1ccc(F)cc1)c1cnc2sccn2c1=O,-1,3,3,0.0,-8,-7,3.7,-16,-14,1,-7
CC(C)CCCCCCNC(=S)Nc1ccc(S(=O)(=O)N2CCOCC2)cc1,62*,-26,9,4.9,1,68,-0.1,54*,23,3,52*
Cc1cc(S(=O)(=O)Nc2c(C(=O)O)[nH]c3ccccc23)ccc1F,-2,-8,-4,-0.1,15,-2,-2.1,5,1,1,3
O=C(Nc1cccc(Cl)c1)C1COc2ccccc2O1 (stereo not drawn),-80,1,-180,0.0,x,-35,-0.1,-36,-10,0,3
COc1ccc(C=C(C(C)=O)C(=O)c2ccccc2)cc1,-5,29,-35,0.1,x,-10,-0.8,28,-18,x,-5
CCN(Cc1nc2ccccc2c(=O)[nH]1)C(=O)c1cccc(OCc2c(C)noc2C)c1,12,-1,-6,0.5,0,32,-0.4,14,-7,x,13
CCCCCCCCCOC1OC(CO)C(O)C(O)C1NC(C)=O (stereo not drawn),10,0,24,0.2,-2,0,-0.5,11,18,1,15
CC1(C)NC(=O)N(CCCCOc2cccc(C(F)(F)F)c2)C1=O,18,5,4,0.8,7,7,-0.3,-3,3,3,-10
CCOC(=O)C1CCN(C(=O)/C(C)=C\c2ccccc2)CC1,7,-6,-29,0.4,-7,9,3.6,-7,10,-4,2
Cc1nc2cc(NC(=O)COc3ccccc3C#N)ccc2n1-c1ccccc1,-17,6,-42,0.1,-18,1,1.7,-31,3,1,4
Cc1cc2nnn(-c3nnc(-c4ccccc4)c4ccccc34)c2cc1C,-3,-9,15,-0.1,3,-1,9.9,-8,-4,0,20
CCc1nn(C(CC)C(=O)NCc2cccs2)c(=O)c2cc3occc3n12 (stereo not drawn),19,8,-4,-0.3,11,6,-0.4,-9,-13,0,-12
CCOC(=O)C1CCCN(Cc2nc(Cc3cccc(F)c3)no2)C1 (stereo not drawn),1,4,4,-0.1,5,-6,0.6,2,-7,-1,-9
CC1=CCC(C(=O)O)(C(=O)N/N=C/c2cccnc2)C(c2ccccc2)C1 (stereo not drawn),-10,2,12,-0.3,7,-7,-0.4,-19,10,1,14
O=C1CCCS(=O)(=O)c2ccccc21,3,3,0,-0.3,-2,1,1.3,-5,-21,2,-17
CCCCNc1c(-c2ccc(OC)c(Sc3ccc(OC)cc3)c2)nc2cnccn12,37,12,1,0.7,0,32,0.2,12,4,x,2
COc1ccc(-n2nc3c(c2NC(=O)C2CCCC2)CS(=O)(=O)C3)cc1,-6,-5,10,0.3,-1,-5,-0.3,6,-12,1,6
O=C(/C=C/c1ccccc1Cl)NC(=S)Nc1ccccc1C(=O)NC1CCCCC1,-82,17,-131,0.2,10,12,-0.3,-31,-2,-1,-22
O=C(C#Cc1cccc([N+](=O)[O-])c1)c1ccccc1,107*,-64*,26,-0.3,82*,93*,-1.8,66*,-1,3,97*

# Copied from the list:
# `O=C(C#Cc1cccc([N+](=O)[O-])c1)c1ccccc1` | hiPSC survival = -1.8
# `Cc1nc2cc(NC(=O)COc3ccccc3C#N)ccc2n1-c1ccccc1` | aDG glyco act = 0.1
# `COc1ccc(-n2nc3c(c2NC(=O)C2CCCC2)CS(=O)(=O)C3)cc1` | Shn3 3UTR inh = -5
# `Cc1cc2nnn(-c3nnc(-c4ccccc4)c4ccccc34)c2cc1C` | TWEAK-Fn14 inh = -8

# Later entries:
SMILES,Peg3 prom inh,KKLEB cytotox,HIF-2a block,aDG glyco act,TRPM1 prom inh,Shn3 3UTR inh,hiPSC survival,TWEAK-Fn14 inh,NR2E3 ag-1,NR2E3 ag-2,CF NFkB block
O=S(=O)(c1ccccc1C(F)(F)F)N1CCC(n2cnc3ccccc32)CC1,31,-6,20,0.3,3,-1,-1.9,0,14,1,5
N#CC(C(=O)C1CCCCC1)c1nc2ccccc2[nH]1 (stereo not drawn),-39,-1,-62,-0.2,-26,24,0.0,-17,-36,0,-2
CC(C)(C)C(=O)Cn1nc(Cl)nc1Cl,-5,-6,10,-0.2,-1,-13,0.5,-2,7,4,12
COc1cccc(-c2noc(-c3ccc(Cl)nc3)n2)c1,-300,0,-165,0.2,-51,-55,-2.7,-26,-2,-1,-49
O=C(NC1CC1)C1=C[C@H](c2csc3ccccc23)C[C@H](OCCCCO)O1,8,-1,12,0.4,13,1,-2.2,2,9,2,-5
COc1cc(NS(=O)(=O)c2csc(C(N)=O)c2)cc(OC)c1,14,7,12,0.0,16,11,-0.5,10,4,4,-1
Cc1nc2nc3c(c(=O)n2[nH]1)CCCC3,-8,-2,1,0.0,5,-1,1.3,-14,-13,2,4
CCOC(=O)C(C#N)(Cc1ccc2ccccc2n1)Cc1ccc2ccccc2n1,25,-2,36,0.3,-6,79,-1.0,45,18,x,3
CC12CCC(=O)N1C(C(=O)Nc1cccc(F)c1)CS2 (stereo not drawn),4,14,18,0.1,-19,3,-0.1,6,6,0,-13
COC(=O)[C@H](Cc1ccccc1)N(Cc1ccccc1)S(=O)(=O)N(Cc1ccccc1)[C@@H](Cc1ccccc1)C(=O)OC,-12,-10,16,1.3,4,17,-3.2,10,11,x,19
O=c1[nH]c(CN2CCN(c3ccc(F)cc3)CC2)nc2ccccc12,18,2,18,0.0,-1,-16,3.7,-2,1,3,7
FC(F)(F)c1cccc(-c2cc(C3CCNCC3)[nH]n2)c1,14,-5,15,0.7,8,-2,0.1,13,-43,-3,6
CC(C)C1CC(c2csc(N)n2)CCO1 (stereo not drawn),9,-1,8,-0.3,-6,-7,-2.6,9,11,2,-5
CC1CCC2(CC1)NC(CO)(CO)CO2 (stereo not drawn),9,-2,7,-0.2,0,-37,-0.6,-9,-17,4,-9

# A stretch from the list above, as a working copy:
SMILES,Peg3 prom inh,KKLEB cytotox,HIF-2a block,aDG glyco act,TRPM1 prom inh,Shn3 3UTR inh,hiPSC survival,TWEAK-Fn14 inh,NR2E3 ag-1,NR2E3 ag-2,CF NFkB block
CC(C)C1CC(c2csc(N)n2)CCO1 (stereo not drawn),9,-1,8,-0.3,-6,-7,-2.6,9,11,2,-5
CC1CCC2(CC1)NC(CO)(CO)CO2 (stereo not drawn),9,-2,7,-0.2,0,-37,-0.6,-9,-17,4,-9
